From PubChem
NCOA2 inhibitor: inhibition of GAL4-SRC2 driven luciferase reporter, primary screen, SRC2 inhibitor project, cell-based, luminescence | Nuclear receptor coactivator 2 (Homo sapiens), Q15596 | HEK293 GAL4-SRC2 luciferase reporter | inhibition, % at 9 µM | 370,000 compounds, 0.17% hits | AID 651957, 2012;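 active = inhibition above the mean inhibition of all tested compounds plus 3 SD, set per campaign, cut at about 52% in these data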;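 note: 0% = DMSO treated cells and 100% = cells given Gossypol at 36 µM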
LRH-1 inv ag: LRH-1 (NR5A2) inverse agonists, primary screen, cell-based, luminescence, HEK293T, StAR-luciferase reporter; inhibition, % at 3.6 µM; AID 602396, 2012; Nuclear receptor subfamily 5 group A member 2 (Homo sapiens), O00482; LRH-1 transfected, 24 h; 360,000 compounds, 0.13% hits;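 active = inhibition above the mean inhibition of all tested compounds plus 3 SD, cut at about 73% in these data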;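 note: 0% = DMSO wells and 100% = reporter-only cells lacking LRH-1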
Vif imaging: HIV Vif self-association inhibitors, primary screen, imaging, HEK293T, single point; HEK293T cells, Vif self-association by quenched fluorescence, 24 h; 340,000 compounds, 0.35% hits; AID 602346, 2012; inhibition, % at 7.49 µM; in the data active = inhibition above about 50%, passing the limit was not always enough; note: some results filed as inactive read as strong as hits
SRC3 inh: SRC3 coactivator transcriptional activity inhibitors, primary screen, cell-based, luminescence; Nuclear receptor coactivator 3 (Homo sapiens), Q9Y6Q9; HEK293 GAL4-SRC3 luciferase reporter; inhibition, % at 3.6 µM; 360,000 compounds, 0.17% hits; AID 588352, 2011;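 active = inhibition above a per-campaign cutoff, the mean of all compounds plus 3 SD, cut at about 60% in these data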;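 note: 0% = DMSO-treated cells and 100% = gossypol-treated cells at 36 µM; higher means less SRC3-driven luciferase light from the GAL4 reporter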
TLR9-MyD88 block: inhibitors of TLR9-MyD88 association in cells, primary screen, cell-based, CHO, BLA complementation, fluorescence. CCF4 FRET ratio. Toll-like receptor 9 (Homo sapiens) + Myeloid differentiation primary response protein …. inhibition, % at 4.98 µM. 340,000 compounds, 0.21% hits;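 active = inhibition above the mean over all tested compounds plus 3 SD, cut at about 21% in these data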;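 note: 0% = DMSO only wells and 100% = clavulanate BLA inhibitor control wells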
C8 TRAIL sens: viability loss with TRAIL in NB7+C8 cells, primary screen, TRAIL sensitizer project, cell-based, ATPlite luminescence. 360,000 compounds, 1% hits. AID 624354, 2012. inhibition (viability loss, TRAIL sensitization), % at 10 µM;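 active = compounds causing at least 50% loss of cell viability in the single-dose screen, relative to plate controls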
NOD2 RIPK2 PPI: NOD2-RIPK2 binding disruptors in cells, primary screen, fluorescence, CHO cells, BLA complementation; inhibition, % at 4.98 µM; 360,000 compounds, 0.38% hits; AID 624267, 2012; CCF4 ratio; Receptor-interacting serine/threonine-protein kinase 2 (Homo sapiens), O43353; in the data active = inhibition above about 21%;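 note: 0% = vehicle only and 100% = reference blocker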
Target sequence (O43353 whole entry, looked up): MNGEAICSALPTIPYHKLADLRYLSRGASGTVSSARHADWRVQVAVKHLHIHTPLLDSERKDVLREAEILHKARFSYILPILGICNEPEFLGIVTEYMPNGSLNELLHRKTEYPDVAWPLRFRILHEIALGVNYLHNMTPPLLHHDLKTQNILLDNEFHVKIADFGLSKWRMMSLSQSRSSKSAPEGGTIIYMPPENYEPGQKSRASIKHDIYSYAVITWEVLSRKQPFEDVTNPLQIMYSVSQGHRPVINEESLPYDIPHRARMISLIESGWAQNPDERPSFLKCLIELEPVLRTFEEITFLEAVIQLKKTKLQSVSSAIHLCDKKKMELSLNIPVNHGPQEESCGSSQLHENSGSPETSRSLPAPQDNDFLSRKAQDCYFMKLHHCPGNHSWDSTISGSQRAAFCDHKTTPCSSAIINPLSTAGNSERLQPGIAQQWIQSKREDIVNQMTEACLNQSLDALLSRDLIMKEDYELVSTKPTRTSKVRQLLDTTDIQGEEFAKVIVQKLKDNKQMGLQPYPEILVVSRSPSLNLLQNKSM
EBV LMP1 NFkB: EBV LMP1-driven NF-kappaB luciferase reporter inhibitors, primary screen, cell-based, luminescence, single point; 350,000 compounds, 0.69% hits; inhibition, % at 12.5 µM; AID 504558, 2011; LMP1-induced NF-kappaB luciferase reporter cells; in the data active = inhibition above about 41%;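 note: 0% = neutral control wells and 100% = reference inhibitor control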
NR2F2 inh: NR2F2 transcriptional activity inhibitors, primary screen, cell-based, luciferase reporter, HEK293T, luminescence; COUP transcription factor 2 (Homo sapiens), P24468; HEK293T NGFI-A luciferase reporter; inhibition, % at 8.6 µM; 370,000 compounds, 0.7% hits;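 active = inhibition above a per-plate cutoff, mean inhibition of test wells between control levels plus 3 SD, cut at about 38% in these data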;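 note: cells cotransfected with COUP-TFII expression vector driving the NGFI-A reporter; 0% = median of COUP-TF2 test wells and 100% = reporter-only cells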
Target sequence (P24468 whole entry, looked up): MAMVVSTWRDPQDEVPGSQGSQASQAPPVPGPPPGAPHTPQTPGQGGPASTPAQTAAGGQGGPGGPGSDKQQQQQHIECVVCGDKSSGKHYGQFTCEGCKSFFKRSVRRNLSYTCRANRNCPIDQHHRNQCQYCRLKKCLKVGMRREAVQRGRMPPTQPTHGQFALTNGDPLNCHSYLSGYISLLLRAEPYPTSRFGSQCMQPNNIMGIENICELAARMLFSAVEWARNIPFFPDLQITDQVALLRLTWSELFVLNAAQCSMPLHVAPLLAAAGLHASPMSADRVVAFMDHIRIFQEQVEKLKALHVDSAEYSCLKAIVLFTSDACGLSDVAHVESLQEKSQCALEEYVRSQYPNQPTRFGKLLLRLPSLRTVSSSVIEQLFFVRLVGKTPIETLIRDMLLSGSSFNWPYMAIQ
TROY NFkB inh: inhibitors of TROY-driven NF-kB signaling, primary screen, Q293 LMP1-TROYcd cells, NF-kB luciferase, uHTS | Q293 LMP1-TROYcd NF-kB luciferase reporter, 4 h | inhibition, % at 10 µM | 360,000 compounds, 0.98% hits;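 active = compounds whose plate-normalised and pattern-corrected inhibition of the luciferase reporter signal at the single screening dose is 50% or more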
SRC1 inh: SRC1 coactivator transcriptional activity inhibitors, primary screen, cell-based, luminescence. Nuclear receptor coactivator 1 (Homo sapiens), Q15788. HEK293 GAL4-SRC1 luciferase reporter. inhibition, % at 3.6 µM. 360,000 compounds, 0.12% hits. AID 588354, 2011;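 active = inhibition above the campaign mean plus 3 SD, with each screening campaign given its own cutoff, cut at about 60% in these data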;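 note: 0% = DMSO treated cells and 100% = gossypol at 36 µM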
Active calls of the source: *; / = not tested or not shown. Not all compounds are listed; count on the stated rates, not on these rows.

The line under a structure holds: TLR9-MyD88 block, SRC1 inh, C8 TRAIL sens, SRC3 inh, EBV LMP1 NFkB, NOD2 RIPK2 PPI, LRH-1 inv ag, NR2F2 inh, NCOA2 inhibitor, TROY NFkB inh, Vif imaging
(1) Cc1ccc(S(=O)(=O)NCc2ccccc2C)cc1
→ -7, -7, -4, 2, 2, 11, 17, 11, 15, 12, 3
(2) CC(C)C(=O)n1nc(-c2cccnc2)nc1NCc1ccc(F)cc1
→ 3, -14, -2, 21, 14, -3, -13, 1, -20, 4, -13
(3) C=CCNc1n[nH]c(=S)s1
→ -5, -3, -22, -7, 2, 0, -9, -10, -6, -2, 1
(4) Nn1c(-c2ccccc2)nc2cc(Cl)ccc2c1=O
→ -11, -12, -15, -17, 3, 8, 2, 4, -1, 37, -8
(5) CCOC(=O)C1=C(COC(=O)COc2ccccc2C(C)C)NC(=O)NC1C (stereo unspecified)
→ 11, 9, -12, -2, -1, 3, 9, -9, -14, 7, /
(6) C=CCN1C(=O)c2ccc(C(=O)N3CCN(S(=O)(=O)c4cc(C)ccc4C)CC3)cc2C1=O
→ 7, -6, -12, -15, -1, -6, 14, 7, 14, 28, 16
(7) CCCn1c(=O)c2ccccc2n2c(SCCOc3ccccc3F)nnc12
→ -4, 9, 1, 22, -9, -5, 11, 7, -5, 1, 1
(8) Cc1ccc(S(=O)(=O)N2CCN(C(=O)CSc3nc4ccccc4c(=O)[nH]3)CC2)cc1
→ 5, -4, 21, 15, -4, -3, -5, 8, -29, 15, -5
(9) COC(=O)NN=C1CCC(c2ccccc2)CC1 (stereo unspecified)
→ 5, -4, 0, -10, 5, 9, -19, 4, -10, -3, 8
(10) Cc1cccc(N2C(=O)CC(c3ccc(F)cc3)C3=C2COC3=O)c1 (stereo unspecified)
→ 5, 7, -5, 16, -6, -13, -6, 10, -8, -17, -5
(11) COc1ccc(S(=O)(=O)N2CCN(C3CCN(Cc4ccccc4)CC3)CC2)cc1
→ 1, 5, -4, 12, 8, -3, 20, 12, -1, -21, /
(12) Cc1ccc(C(=O)Nc2ccc3c(c2)OCO3)cc1S(=O)(=O)N1CCOCC1
→ 5, -39, -17, -34, -2, 1, -42, -13, -28, -25, 18
(13) COc1ccc(-n2ccc(=O)c(C(=O)O)n2)cc1
→ -1, 12, 6, 10, -9, 7, 7, -11, -30, -18, -14
(14) O=C(O)c1cc(S(=O)(=O)Nc2cccc3ccccc23)c(Cl)cc1Cl
→ -7, -23, -10, -24, -2, 0, 14, 1, -26, 16, -11
(15) Cc1ccc([N+](=O)[O-])cc1-c1ccc(/C=N/NC(=O)CN2CCOCC2)o1
→ 2, 9, -9, 11, 10, -4, 8, 4, 9, 11, -3
(16) Cc1occc1C(=O)Nc1sc2c(c1C(N)=O)CCC(C(C)(C)C)C2 (stereo unspecified)
→ 12, 2, 6, 17, -1, 1, 5, -19, 1, -13, 10
(17) COc1ccc(/C=N\N=C2/SC(CC(=O)O)C(=O)N2c2ccc(O)cc2)cc1 (stereo unspecified)
→ 15, 7, -3, -14, -1, -7, -8, -5, -2, 11, -2
(18) Cc1cccc(N=[N+]([O-])c2cccc(C)n2)n1
→ -5, -58, 5, -47, 3, -4, -50, -11, -73, -22, 10
(19) O=C(c1cc(N2CCCCC2)nc2ccccc12)N1CCOCC1
→ -9, 9, -17, -1, 1, -4, 3, -21, -5, 5, 2
(20) O=C(NC(=S)Nc1ccccc1Cl)c1cncc(Br)c1
→ 9, -4, 3, 9, -2, 0, -4, -13, 13, -39, -5
(21) CC(=O)Nc1cc(C(=O)N2CCCC2)ccc1Sc1ccc(C)cc1
→ 3, -2, 6, 10, 19, -1, 10, 4, -22, 28, -4
(22) COc1cccc(Cn2cc(C)cc(NC(=O)NCc3ccccc3)c2=O)c1
→ 0, -8, 30, -18, 6, -5, -8, -6, 8, 2, -7
(23) O=C(NCc1cccnc1)Nc1cc(Cl)cc(Cl)c1
→ -12, -34, -12, 0, 1, -6, 3, -4, -4, -17, 2
(24) COc1cc(CN2CCC(C(=O)NC(c3ccc(F)cc3)c3ccc4ccccc4n3)CC2)cc(OC)c1 (stereo unspecified)
→ /, -15, 21, -1, /, 7, 5, 8, 8, -22, 13
(25) CC(=O)Nc1sc2c(c1C(c1ccncc1)N1CCOCC1)CCCC2 (stereo unspecified)
→ 4, 1, 10, 0, 2, -5, -6, -6, -25, -16, -6
(26) CN(C(=O)c1cccc(NC(=O)C2CCN(C(=O)OC(C)(C)C)CC2)c1)C1CCC1
→ 0, 2, 6, -3, 1, -10, 19, 20, -15, 1, -5
(27) CCOC(=O)c1ccc(NC(=O)C2(c3ccc(OC)cc3)CCCC2)cc1
→ -8, 3, 3, -9, 4, 0, -8, -7, 12, /, -10
(28) CC(C)(C)C(=O)COC(=O)c1c2c(nc3ccccc13)CCC2
→ 5, -17, -3, 12, -11, 1, -7, -7, 7, -13, -3
(29) CCCCN(C)S(=O)(=O)c1ccc(C(=O)Nc2nnc(-c3ccco3)o2)cc1
→ 5, 7, 13, 20, 32, 11, 4, 3, 10, 0, -2
(30) Cc1cc(C)n(CC(=O)NNC(=O)COc2ccc(F)cc2Br)n1
→ 9, -12, 1, 8, -5, 0, -7, -21, -4, 2, 9

Complete entries, looked up by structure:
CC(=O)Nc1sc2c(c1C(c1ccncc1)N1CCOCC1)CCCC2 (stereo unspecified) is entered as TLR9-MyD88 block: 4; SRC1 inh: 1; C8 TRAIL sens: 10; SRC3 inh: 0; EBV LMP1 NFkB: 2; NOD2 RIPK2 PPI: -5; LRH-1 inv ag: -6; NR2F2 inh: -6; NCOA2 inhibitor: -25; TROY NFkB inh: -16; Vif imaging: -6
CCCCN(C)S(=O)(=O)c1ccc(C(=O)Nc2nnc(-c3ccco3)o2)cc1 is entered as TLR9-MyD88 block: 5; SRC1 inh: 7; C8 TRAIL sens: 13; SRC3 inh: 20; EBV LMP1 NFkB: 32; NOD2 RIPK2 PPI: 11; LRH-1 inv ag: 4; NR2F2 inh: 3; NCOA2 inhibitor: 10; TROY NFkB inh: 0; Vif imaging: -2

Later entries:
The line under a structure holds: TLR9-MyD88 block, SRC1 inh, C8 TRAIL sens, SRC3 inh, EBV LMP1 NFkB, NOD2 RIPK2 PPI, LRH-1 inv ag, NR2F2 inh, NCOA2 inhibitor, TROY NFkB inh, Vif imaging
(31) Cc1nn(C(=O)c2cccnc2)c(C)c1Sc1ccc(Br)cc1
→ 0, 3, -6, 9, 2, 5, 9, /, /, -4, 18
(32) CCC(C)(C)NC(=O)CN(Cc1cccs1)C(=O)CCC(=O)Nc1nccs1
→ -3, -11, -31, 22, -13, -1, 11, 6, -3, 3, 0
(33) Cc1cc(C)c(NC(=O)CNC(=O)c2ccc3c(=O)n4c(nc3c2)CCC4)c(C)c1
→ 3, 9, 20, 22, 8, 2, 2, -6, 9, 4, 3
(34) Cc1ccc2[nH]c(=O)c(CN(CCc3ccccc3)C(=O)N3CCOCC3)cc2c1
→ 1, -1, -20, -8, 1, 1, 5, 4, -32, 20, 1
(35) Clc1ccc(CSc2nnc(-c3ccc4c(c3)OCO4)o2)cc1
→ 15, -8, 14, -18, -7, 9, 3, 0, -2, -35, 9
(36) N#Cc1cccc(NC(=O)CN2C(=O)NC(Cc3ccccc3)C2=O)c1 (stereo unspecified)
→ 0, -10, 1, -6, -1, 1, 5, -1, 17, -5, 1
(37) C=CCNC(=O)Cc1ccc(S(=O)(=O)N2CCOCC2)s1
→ 7, -4, 9, 4, 2, -11, -9, 2, 8, 16, -6
(38) O=C(CCC(=O)Nc1ccc(F)cc1)N/N=C/c1ccc(Br)cc1
→ 5, -3, -18, 5, 1, -7, 10, -5, -9, 1, /
(39) O=C(c1cccc([N+](=O)[O-])c1)c1ccc2[nH]c(=O)[nH]c2c1
→ 2, 1, -4, -24, 4, -3, -5, 0, -54, -17, 20
(40) O=C(Nc1sc2c(c1C(=O)N1CCOCC1)CCCCC2)c1cccnc1
→ -2, -11, 9, -2, 2, -4, -19, 4, -25, -12, 4
(41) O=C1c2cccc3cccc(c23)C(=O)N1Cc1ccccn1
→ 5, -6, -6, -18, -7, 14, -6, -2, -7, -2, -7
(42) COCCNC(=O)c1cn(C)c(=O)c2cc(OC)c(OC)cc12
→ -2, -4, -6, 3, -8, -5, 3, -10, -1, 2, 2
(43) CCOC(=O)CCc1c(C)nc2c(c(C)nn2C(C)(C)C)c1C
→ -1, 3, -4, -1, -7, 2, -16, 15, 4, -6, -14
(44) COc1cc2c(cc1OC)C(Cc1cc(OC)c(OC)cc1[N+](=O)[O-])=NCC2
→ -12, -5, 1, 5, -2, -8, 3, 3, -23, 5, -10
(45) COCC(C)NC(=O)c1ccc(-n2nc(C(F)(F)F)cc2-c2cccs2)cc1 (stereo unspecified)
→ 6, 12, 3, -10, 17, 2, 10, 12, -2, -5, 5
(46) COc1ccc(CN(Cc2ccncc2)C(=O)CCC(=O)O)cc1
→ 5, 14, 7, 3, -5, 0, 13, 9, 4, -2, 0
(47) COC(=O)[C@@H]1C[C@@]2(O)[C@@H](O)[C@@H](O)[C@@H](O)C[C@H]2N1Cc1cc(OC)cc(OC)c1
→ 9, 0, 2, -11, 5, -20, 14, -1, -2, 3, 0
(48) O=C(O)c1ccc(-n2nc(C(F)(F)F)c3c2-c2ccoc2CC3)cc1
→ -5, -19, 3, 1, -3, 0, -3, -13, 1, 0, 25
(49) Cc1cccc(C)c1NC(=O)COC(=O)c1c2c(nc3ccccc13)/C(=C\c1ccc3c(c1)OCO3)CCC2
→ 17, -1, 4, 29, -2, 7, -6, 19, -20, -8, 18
(50) CCc1[nH]c(=O)c(C#N)c2c1COC(C)(C)C2
→ 2, -15, 8, 8, 8, 4, 8, -4, -6, 8, 34
(51) CCN1C(=NCCc2cccnc2)N[C@@H](c2ccccc2)[C@H](C(=O)OC)[C@H]1C
→ 7, -137, 11, -26, 3, 1, -6, /, /, -6, /
(52) COc1ccc(NC(=O)Cn2nc(C(=O)O)c3ccccc3c2=O)cc1S(=O)(=O)N1CCCCC1
→ -6, -4, -4, -13, 1, 12, -4, 11, -2, 8, 13
